CHRM1 antagonist: human M1 muscarinic receptor antagonists, primary screen, CHO-K1 cells, Fluo-8 calcium fluorescence, 1536-well; Muscarinic acetylcholine receptor M1 (Homo sapiens), P11229; CHO-K1 hM1, ACh EC80 antagonist; inhibition, % at 3 µM; 1.3% of 360,000 active;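 active = percent inhibition above its own plate's cutoff, namely the mean of that plate's compound wells plus 3 SD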;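 note: peak over basal fluorescence ratio during 140 s after agonist addition; 0% = ACh EC80 plus DMSO and 100% = DMSO alone without agonist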
Target sequence (P11229 whole entry, looked up): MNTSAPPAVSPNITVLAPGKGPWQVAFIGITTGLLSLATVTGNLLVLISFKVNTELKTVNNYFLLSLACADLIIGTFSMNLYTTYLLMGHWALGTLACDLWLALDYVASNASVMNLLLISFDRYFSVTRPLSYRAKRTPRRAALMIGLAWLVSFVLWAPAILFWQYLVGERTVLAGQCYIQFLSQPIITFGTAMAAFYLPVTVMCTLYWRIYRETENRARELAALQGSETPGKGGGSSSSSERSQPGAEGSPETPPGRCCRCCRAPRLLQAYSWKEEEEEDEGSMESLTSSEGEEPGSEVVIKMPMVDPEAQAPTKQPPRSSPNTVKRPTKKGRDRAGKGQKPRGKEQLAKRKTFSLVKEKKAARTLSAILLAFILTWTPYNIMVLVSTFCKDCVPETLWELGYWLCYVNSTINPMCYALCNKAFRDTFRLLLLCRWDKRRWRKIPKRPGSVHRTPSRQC
CHRM1 agonist: human M1 muscarinic receptor agonists, primary screen, Fluo-8 calcium fluorescence, CHO-K1 cells, HTS; Muscarinic acetylcholine receptor M1 (Homo sapiens), P11229; CHO-K1 hM1, agonist mode; 0% DMSO, 100% acetylcholine EC100; activation, % at 3 µM; 0.33% of 360,000 active;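 active = activation above the run's mean compound activation plus 3 SD, cut at about 16% in these data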;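 note: peak over basal fluorescence ratio within a 140 s kinetic read after compound addition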
TAAR1 antag: human TAAR1 antagonists, primary screen, Fluo-8 calcium fluorescence, CHO RD-HGA16 cells; inhibition, % at 3 µM; Trace amine-associated receptor 1 (Homo sapiens), Q96RJ0; AID 624466, 2012; antagonist; 1.5% of 360,000 active;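 active = inhibition above a per-plate cutoff, the mean inhibition of test compounds on that plate plus 3 SD, cut at about 49% in these data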;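 note: 0% = DMSO plus EC80 beta-PEA response and 100% = DMSO alone without agonist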
Target sequence (Q96RJ0 whole entry, looked up): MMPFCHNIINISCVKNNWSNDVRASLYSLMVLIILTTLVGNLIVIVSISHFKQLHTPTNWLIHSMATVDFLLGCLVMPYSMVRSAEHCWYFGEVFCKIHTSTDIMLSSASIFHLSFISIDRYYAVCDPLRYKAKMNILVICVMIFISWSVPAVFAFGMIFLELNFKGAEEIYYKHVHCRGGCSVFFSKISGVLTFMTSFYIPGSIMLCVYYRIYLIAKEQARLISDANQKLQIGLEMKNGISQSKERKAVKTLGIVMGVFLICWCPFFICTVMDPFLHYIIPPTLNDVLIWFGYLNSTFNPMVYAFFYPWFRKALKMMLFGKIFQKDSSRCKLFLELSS
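Material: CHO RD-HGA16 cells bearing hTAAR1; compound dosing: one-point dosing, 3 µM nominal final; schedule: dye loading 75 min at 37 °C, then 30 min room temperature; measured by: calcium fluorescence with Fluo-8; control set: vehicle and agonist controls; replication: n of 1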
CHO-K1 Ca ag: counter-screen for M1 agonists: effect in parental CHO-K1 cells; Fluo-8 calcium fluorescence; scaled to maximal ATP response, vehicle zero; activation, % at 3 µM; 0.48% of 360,000 active; in the data active = activation above about 15%;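 note: untransfected CHO-K1 host cells lacking M1 receptor as counterscreen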
TAAR1 ag: human TAAR1 agonists, primary screen, Fluo-8 calcium fluorescence, CHO RD-HGA16 cells; activation, % at 3 µM; 0.99% of 360,000 active; vehicle wells 0%, saturating PEA agonist 100%; Trace amine-associated receptor 1 (Homo sapiens), Q96RJ0;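 active = activation above the mean activation of all test compounds in the run plus 3 SD, cut at about 38% in these data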
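Repeats: no replicates (n 1) | Material: CHO-derived RD-HGA16 cells with stable Gα16 and human TAAR1 | Technique: Kinetic Fluo-8 calcium fluorescence | Schedule: 17-24 h seeding, 75 min 37 °C dye, 30 min RT | Evaluation: % activation from peak over basal fluorescence ratio, DMSO-to-PEA scaled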
CHO parental Ca: ATP-evoked calcium signal inhibitors, parental CHO, primary screen, counter-screen for OX1R antagonist project, cell-based, fluorescence, Fluo-8 calcium dye; 0.63% of 330,000 active; parental CHO-K1, ATP-induced calcium, Fluo-8 fluorescence; inhibition, % at 5.6 µM;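 active = inhibition above that plate's mean sample inhibition plus 3 SD, cut at about 26% in these data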;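 note: 0% = ATP-challenged DMSO wells and 100% = DMSO wells without ATP; some compounds past the cut are filed as inactive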
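Test system: parental CHO cells; detection: calcium-sensitive Fluo-8 fluorescence; evaluation: percent inhibition of calcium signal; also added: ATP as calcium-mobilizing challenge; repeats: one well per compound; control set: ATP-challenged DMSO wells low, unchallenged DMSO wells high; compound: single nominal dose of 5.6 µM per compound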
CHO-K1 Ca antag: M1 antagonist counterscreen hit in parental CHO-K1 cells. ATP-induced calcium, Fluo-8 fluorescence. inhibition, % at 3 µM. 0.6% of 360,000 active;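 active = inhibition above a per-plate cutoff, the plate's mean sample inhibition plus 3 SD, cut at about 24% in these data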;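 note: 0% = DMSO plus EC80 ATP and 100% = DMSO alone without ATP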
M1 PAM parental: nonselective calcium activators in parental CHO-K1 cells, primary screen, counter-screen for M1 PAM project, cell-based, Fluo-8 calcium fluorescence, full deck, 1536-well; ATP EC20; 0% at ATP EC20, 100% at ATP max; activation, % at 3 µM; 0.02% of 360,000 active; AID 602247, 2012;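 active = activation above the run cutoff, the mean activation of all test compounds plus 3 SD, cut at about 40% in these data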;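 note: peak over basal fluorescence ratio in a 140 s read after ATP addition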
CHRM1 PAM: human M1 muscarinic receptor positive allosteric modulators, primary screen, CHO-K1 cells, Fluo-8 calcium fluorescence, 1536-well; CHO-K1 hM1, ACh EC20; 0% = ACh EC20, 100% = maximal ACh; AID 588819, 2011; 0.088% of 360,000 active; activation, % at 3 µM; in the data active = activation above about 19%, passing the limit was not always enough
* marks the source's active call; other numbers are inactive results; · = no result given. Compounds as they come; 4.4% or so of the library scored in one or more.

Under each structure – CHO-K1 Ca antag, CHRM1 antagonist, TAAR1 antag, CHO parental Ca, CHRM1 agonist, M1 PAM parental, CHRM1 PAM, CHO-K1 Ca ag, TAAR1 ag
Cn1c(/N=C/c2ccccc2[N+](=O)[O-])nc2ccccc21
 : -2, -18, -9, 2, -5, 19, 9, 1.0, 2
COc1cccc(NC(=O)CN(C)C(=O)CSCC(=O)Nc2ccc(C)cc2)c1
 : -17, -14, 6, -13, -3, 11, 11, 0.2, 1
CC(OC(=O)c1ccc2ccccc2c1)C(=O)N(C)Cc1ccccc1 (stereo not given)
 : -6, 0, 18, -24, -2, -1, -3, 3.6, 10
CCC(C)N=CC1=C(O)C(C(=O)OC)C(C)(C)CC1=O (stereo not given)
 : 3, -33, 9, -13, -1, 7, 4, 0.2, 11
COc1ccc(CNC(=O)COC(=O)Cc2ccc(Br)cc2)cc1
 : -8, -8, -7, -20, -2, 12, 12, 0.1, -1
Cc1c(NC(=S)N/N=C/c2cc([N+](=O)[O-])ccc2O)c(=O)n(-c2ccccc2)n1C
 : -12, -16, -6, -11, 9, 21, 9, 1.3, 3
Cc1cc(C)c[n+](C(C)C(=O)c2ccc(-c3ccccc3)cc2)c1 (stereo not given)
 : -7, 10, -14, -3, -8, 19, -18, 1.1, 5
CCCn1c(N)c(N(CCOC)C(=O)c2cc3c(s2)CCC(CC)C3)c(=O)[nH]c1=O (stereo not given)
 : 5, 15, 1, -19, -2, -22, -12, 0.2, 3
NC(=O)C1CCN(C2CC(=O)N(c3ccc(F)c(Cl)c3)C2=O)CC1 (stereo not given)
 : -5, -23, -6, -4, -2, 18, 8, 0.7, 0
CCc1ccc(Nc2nnc(SCC(=O)Nc3cccnc3Cl)s2)cc1
 : -8, -1, -3, -13, -7, 12, 1, -0.3, -3
Cc1cc2c(cc1S(=O)(=O)N(C)C1CCCCC1)OCC(=O)N2
 : 12, 13, 2, -5, 2, -1, -9, 4.7, -1
N#Cc1c(N)[nH]c2ccc(Sc3ccccc3)cc12
 : -6, -16, 54*, ·, 7, 14, 10, 2.1, 25
COc1ccc(OC)c(NC(=O)C2CCN(S(=O)(=O)c3ccc4c(c3)OCCO4)CC2)c1
 : 4, -3, -30, -4, 1, 17, 7, 13, 4
Nc1nnc(-c2cn(-c3ccccc3)nc2-c2ccccc2)o1
 : -18, 5, -11, -10, -3, 10, 1, 0.6, 4
COc1cc2c(cc1OC)C(c1ccc3c(c1)OCO3)CC(=O)N2 (stereo not given)
 : -1, 16, ·, 0, -6, -5, -2, 0.2, ·
CCC/C=C1/CCCOC(C(=O)NCc2ccccc2)(C(F)(F)F)C1 (stereo not given)
 : -13, -9, -1, -12, -6, 7, 11, -1.0, 4
C[C@H](CO)N1C[C@H](C)[C@@H](CN(C)CC2CC2)Oc2c(NC(=O)C3CC3)cccc2C1=O
 : -5, 6, -5, ·, -7, -1, -3, 0.1, 7
O=C1CSC2=NCN(c3ccccc3)CN12
 : -13, -6, -2, -5, 0, -2, 9, -0.1, 14
CCOCCCNC(=O)CCNS(=O)(=O)c1ccc(C)cc1
 : -19, -5, -14, -12, -5, 23, 3, 1.6, 4
CN(C)c1nc(SCc2ccccc2Cl)nc2c1CCCC2
 : -9, -5, ·, -24, -4, 25, 4, 0.5, ·

Record cards (already shown). Values in the order: CHO-K1 Ca antag, CHRM1 antagonist, TAAR1 antag, CHO parental Ca, CHRM1 agonist, M1 PAM parental, CHRM1 PAM, CHO-K1 Ca ag, TAAR1 ag
Cc1c(NC(=S)N/N=C/c2cc([N+](=O)[O-])ccc2O)c(=O)n(-c2ccccc2)n1C in the list: -12, -16, -6, -11, 9, 21, 9, 1.3, 3
Nc1nnc(-c2cn(-c3ccccc3)nc2-c2ccccc2)o1 in the list: -18, 5, -11, -10, -3, 10, 1, 0.6, 4
CCOCCCNC(=O)CCNS(=O)(=O)c1ccc(C)cc1 in the list: -19, -5, -14, -12, -5, 23, 3, 1.6, 4
COc1cc2c(cc1OC)C(c1ccc3c(c1)OCO3)CC(=O)N2 (stereo not given) in the list: -1, 16, ·, 0, -6, -5, -2, 0.2, ·
Cc1cc2c(cc1S(=O)(=O)N(C)C1CCCCC1)OCC(=O)N2 in the list: 12, 13, 2, -5, 2, -1, -9, 4.7, -1

Structures listed so far printed as active in TAAR1 antag.
structure,CHRM1 antagonist,TAAR1 antag,CHRM1 agonist,CHRM1 PAM
N#Cc1c(N)[nH]c2ccc(Sc3ccccc3)cc12,-16,54*,7,10

(listing goes on)
Under each structure – CHO-K1 Ca antag, CHRM1 antagonist, TAAR1 antag, CHO parental Ca, CHRM1 agonist, M1 PAM parental, CHRM1 PAM, CHO-K1 Ca ag, TAAR1 ag
CCc1ccc(C(C(=O)NC2CCCCC2)N(C(=O)c2csnn2)C2CC2)cc1 (stereo not given)
 : -5, -13, 6, -18, -3, -9, 13, 0.6, -3
CCc1nc2ccc(C(=O)NCc3cccs3)cn2c1N(CC)CCN(C)C
 : 3, 0, -17, ·, -3, -4, 6, 0.0, 3
COc1ccccc1NS(=O)(=O)c1cc(NC(=O)c2ccc3c(c2)OCCO3)ccc1C
 : -3, -2, 13, -14, -7, 10, 2, 2.0, 0
Cc1cc(=O)oc(C)c1C(=O)N1CCc2c([nH]c3ccccc23)C1C(C)C (stereo not given)
 : -4, -20, 20, -14, 3, 20, 19, 1.0, 3
COCCn1c(N)c(Sc2ccccc2[N+](=O)[O-])c(=O)[nH]c1=O
 : -7, -12, 3, -12, -1, 8, 7, 1.3, 0
NS(=O)(=O)c1ccc(CNC(=O)C(c2ccccc2)c2ccccc2)cc1
 : -6, -18, -2, -2, -1, -9, 8, 0.1, 4
Cc1ccc(NC(=O)c2ccc(Cn3cc(Cl)cn3)o2)c(C)c1
 : -9, -7, -7, -6, -5, 17, 2, 0.3, 1
CC1(C)CC(N2CCN(Cc3ccccc3)CC2)=CC(=[N+]2CCCCC2)C1
 : -17, -12, -12, 14, -7, 22, 7, 0.4, -1
Cc1ccc(-n2cc(S(=O)(=O)c3ccc(C)cc3)[nH]c2=O)cc1
 : 15, 2, -1, -10, -2, -3, -2, -0.4, 4
CC(=O)N1CCOC12CCN(Cc1ccccc1)CC2
 : -1, 13, -9, ·, -9, -9, -7, 0.3, 0
Nc1ccc2oc(-c3cccc4ccccc34)nc2c1
 : -3, 6, 3, -5, -3, 18, -4, 0.2, 21
CCOC(=O)[C@@H]1[C@H]2COc3ccccc3[C@H]2N2C(=O)N(c3ccc(C)cc3)C(=O)[C@]12C
 : -7, 10, 4, -24, -2, 7, 1, -0.4, 2
Cc1ccc(/C=N/n2c(C)cc(C)c(C#N)c2=O)o1
 : -7, -6, -4, -6, -6, 7, 7, 0.2, 2
N#C/C(=C\c1ccc(O)c(O)c1)C(=O)Nc1cccc2ncccc12
 : -5, -9, 0, -15, -2, 20, 10, 0.7, 0
CC12CC(NC(=O)N1c1cccc(C(=O)N3CCCCC3)c1)c1ccccc1O2 (stereo not given)
 : -17, -14, -2, -9, -3, 22, 10, 0.9, 0
O=C(COC(=O)c1cnc(Cl)c(Cl)c1)Nc1ccc(S(=O)(=O)N2CCCC2)cc1
 : 2, -4, 5, -23, -10, 8, -4, 1.7, 10
CC(=O)Nc1ccc(NC(=O)CN2CCN(c3cccc(C(F)(F)F)c3)CC2)cc1
 : -12, -3, ·, -2, -4, 17, 1, 1.9, ·
Cc1cccc(N2CCN(C(=O)CCS(=O)(=O)c3ccc4c(c3)NC(=O)C(C)S4)CC2)c1C (stereo not given)
 : 3, -7, 17, -21, -3, -18, 14, 0.8, 8
CCOc1ccc(NC(=O)c2ccc(NC(=O)Cc3n[nH]c(=O)c4ccccc34)cc2)cc1
 : -9, 2, -4, -4, -5, 8, 4, 0.6, 3
Cc1cccc([C@@H]2[C@@H]3C(=O)N(Cc4ccccc4)C(=O)[C@@H]3[C@]3(Cc4ccccc4)C(=O)N(c4ccc(C(F)(F)F)cc4)C(=O)N23)c1
 : -1, -2, 5, -8, -6, -6, -2, -0.2, -1

Further results follow.
Under each structure – CHO-K1 Ca antag, CHRM1 antagonist, TAAR1 antag, CHO parental Ca, CHRM1 agonist, M1 PAM parental, CHRM1 PAM, CHO-K1 Ca ag, TAAR1 ag
COc1cccc(C=NNc2nnc(NN=Cc3cccc(OC)c3OC)c3ccccc23)c1OC
 : -12, -1, 21, ·, -6, 10, 1, 1.0, 2
Cc1ccc(C(=O)NCCN2C3=NC[C@H](C)N3C[C@H]2Cc2ccc(O)cc2)cc1Br
 : -10, 17, 14, -13, -9, 7, -20, 0.1, 6
O=C1CC(c2ccccc2)=Nc2ccc(Br)cc2N1
 : -17, -8, 21, -32, -2, 19, 12, 0.2, 2
CCOC(=O)C(=O)N(C)c1c(CC)nc2c(OCc3cccc(Cl)c3)cccn12
 : -7, -1, 4, ·, -9, 10, -4, 0.1, -2
O=C(CCc1ccccc1)NNC(=O)c1ccco1
 : -5, 0, -4, -15, -1, 10, 7, 0.6, 12
Cc1cccnc1NC(=O)Nc1cccc2ccccc12
 : -4, -1, -1, -22, -4, -1, 2, 0.0, 0
CCN1C(=O)CC(NCc2ccc3c(c2)OCO3)C1=O (stereo not given)
 : -25, 22, 8, 0, -3, -10, -12, 0.5, 1
Cc1ccc(NC(=O)OC(C)N2CCCCC2)cc1NC(=O)OC(C)N1CCCCC1 (stereo not given)
 : -10, -3, -18, ·, -8, 16, 9, -0.2, 3
NC(=S)c1cnn2c(-c3cccc(C(F)(F)F)c3)ccnc12
 : -18, -13, 3, -9, -8, 15, 10, -0.4, 1
CC(Nc1nc(-c2cccnc2)nc2ccccc12)c1ccccc1 (stereo not given)
 : 7, -6, 13, ·, -5, 13, -4, 17*, 1
Cc1cccc2cc(CN(CC3CCCO3)C(=O)c3cccnc3)c3nnnn3c12 (stereo not given)
 : -21, 1, 9, -19, -4, 16, 6, 1.6, 1
COc1ccccc1C(O)P(=O)(OCC(C)C)c1ccc(N(C)C)cc1 (stereo not given)
 : -12, -4, -2, -7, -5, -10, 4, 2.9, 6
COc1ccc(N(C(=O)C2CSC(=O)C2)C(C(=O)NC(C)(C)C)c2ccncc2)cc1 (stereo not given)
 : -10, -13, 6, 1, 0, 18, 10, 0.1, 13

Screening data deposited in PubChem BioAssay by The Scripps Research Institute Molecular Screening Center.
